GSK3beta inhib: human GSK3beta kinase inhibition; P49841; GST-GSK3beta kinase, ADP-Glo luminescence, 60 min; hits give low values; activity score (negative = inhibition), % at 10 µM; 300,000 tested, 0.038% active;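 active = more than half of replicate wells score below -50%, meaning over 50% inhibition versus plate controls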;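 note: 0% = median DMSO wells and -100% = median GW8510 positive control wells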
Target sequence (P49841 whole entry, looked up): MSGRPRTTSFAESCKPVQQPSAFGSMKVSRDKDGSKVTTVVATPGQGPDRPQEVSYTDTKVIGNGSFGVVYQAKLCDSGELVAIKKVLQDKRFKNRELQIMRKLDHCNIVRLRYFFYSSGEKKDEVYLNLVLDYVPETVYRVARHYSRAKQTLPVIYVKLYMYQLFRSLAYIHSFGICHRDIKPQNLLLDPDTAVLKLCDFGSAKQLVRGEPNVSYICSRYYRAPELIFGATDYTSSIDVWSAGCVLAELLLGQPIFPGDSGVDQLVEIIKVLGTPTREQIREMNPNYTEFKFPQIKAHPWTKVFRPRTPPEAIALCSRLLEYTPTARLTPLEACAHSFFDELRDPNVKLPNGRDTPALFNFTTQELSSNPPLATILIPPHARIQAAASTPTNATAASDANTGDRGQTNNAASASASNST
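test system = GST-tagged human GSK3beta kinase, cell-free | reagent = 25 µM ATP with peptide substrate | dosing = one dose of 10 µM per compound | schedule = 60 min reaction, RT | detection = luminescent ADP-Glo measurement of ADP formed | control set = DMSO neutral wells and GW8510 at 20 µM as positive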
HSP90 inh: blocks HSP90-mediated luciferase refolding in reticulocyte lysate. Rabbit reticulocyte lysate, luciferase refolding luminescence, 3 h. inhibition, % at 5.6 µM. 290,000 tested, 0.91% active. AID 1789;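 active = inhibition above the screen-wide mean plus 3 SD, computed separately per campaign, cut at about 16% in these data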;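 note: 0% = DMSO wells and 100% = 60 µM geldanamycin wells; inhibitors lower the luminescence because luciferase stays unfolded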
HSF-1 act: increases HSF-1 driven luciferase reporter signal; NIH3T3-HGL HSF-1 luciferase reporter, MG132, 8 h; 100% = twice DMSO control signal; activation, % at 9 µM; 300,000 tested, 1.7% active; AID 504408;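 active = mean replicate activation of at least 50% with a set share of replicates each reaching 50%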;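 note: 0% = median of the neutral control wells and 100% = twice that signal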
IEC-6 cytotox: kills IEC-6 intestinal cells in KLF5 counter-screen. IEC-6 cytotoxicity, luminescence viability. inhibition, % at 5 µM. 290,000 tested, 0.78% active; in the data active = inhibition above about 22%;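 note: 0% = plate median of test compound wells and 100% = cytotoxic reference compound wells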
aSyn 5UTR inh: 5' untranslated region of α-synuclein, MLPCN primary screen; alpha-synuclein 5'UTR reporter, inhibitor activity; inhibition, % (tested at 7.5 µM); 300,000 tested, 0.82% active; AID 1813; in the data active = inhibition above about 60%;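 note: H4 neuroglioblastoma cells stably carrying SNCA 5'UTR luciferase fusion; 0% = DMSO wells and 100% = positive control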
GSK3 alpha inh: human GSK-3 alpha kinase inhibition. P49840. ADP-Glo luminescence, 60 min. inhibition, % at 10 µM. 320,000 tested, 0.1% active;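 in the data active = inhibition above about 50%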;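 note: GST-tagged GSK-3 alpha with peptide substrate and 25 µM ATP; 0% = DMSO neutral wells and 100% = GW8510 positive control wells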
Target sequence (P49840 whole entry, looked up): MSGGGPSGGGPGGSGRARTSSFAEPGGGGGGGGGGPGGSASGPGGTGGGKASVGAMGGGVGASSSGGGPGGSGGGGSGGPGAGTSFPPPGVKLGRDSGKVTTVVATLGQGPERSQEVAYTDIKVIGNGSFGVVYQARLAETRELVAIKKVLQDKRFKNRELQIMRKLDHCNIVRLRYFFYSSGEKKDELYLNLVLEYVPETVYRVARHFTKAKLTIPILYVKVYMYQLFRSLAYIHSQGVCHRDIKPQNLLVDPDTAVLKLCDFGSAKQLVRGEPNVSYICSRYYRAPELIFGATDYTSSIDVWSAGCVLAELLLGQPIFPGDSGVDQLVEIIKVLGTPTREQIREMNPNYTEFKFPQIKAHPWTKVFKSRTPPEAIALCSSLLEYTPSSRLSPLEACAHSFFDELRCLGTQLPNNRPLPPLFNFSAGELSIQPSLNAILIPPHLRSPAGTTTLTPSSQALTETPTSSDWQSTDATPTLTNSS
KLF5 inhibitor: kruppel-like factor 5 inhibition | DLD-1 KLF5 promoter-luciferase reporter, luminescence | inhibition, % at 5 µM | 290,000 tested, 0.23% active;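 active = inhibition above a per-plate limit of that plate's mean compound inhibition plus 3 SD, cut at about 60% in these data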;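 note: 0% = DMSO wells and 100% = LY294002 at 200 µM; higher means less KLF5 promoter-driven luciferase light; inactives centre near -14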
PolyA inhibitor: yeast polyadenylation inhibition; S. cerevisiae SKY197-pL101 polyadenylation reporter, beta-gal luminescence; efflux-impaired pdr1/pdr3 knockout yeast; score 100 = 6 SD above DMSO; calls only at 12 µM; 300,000 tested, 0.02% active; AID 1875;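 active = lowest replicate activity score at least 50, where 100 means six control SD above control mean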;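 note: yeast exposed to compound for 9 h at 30 °C; higher score means more reporter readthrough which indicates perturbed polyadenylation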
HSF1 inhib: HSF1 inhibition | NIH3T3-HGL HSE-luciferase, MG132-induced, luminescence 8 h; hits give low values | activity change, negative = inhibition, % at 7.5 µM (by protocol) | 300,000 tested, 0.77% active;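 active = more than half of replicate wells show activity change below -50%, luminescence cut by over half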;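 note: luciferase reports HSF-1 transcriptional activity via heat shock element; 0% = median of DMSO wells and -100% = zero luminescence signal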
AI-2 QS mod: modulates the Vibrio harveyi AI-2 quorum sensing system. activity change, % at 7.5 µM. 300,000 tested, 0.4% active. Vibrio harveyi JMH597 AI-2 luminescence/OD600 ratio, 9 h; hits give low values; strain lacks LuxN and CqsS sensors; 0 = neutral-control median; in the data active = activity change below about -75%, passing the limit was not always enough;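 note: luminescence divided by OD600 gain over 9 h not by final OD600 alone; inactives centre near 13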
* marks the source's active call; other numbers are inactive results; i = inactive; nt = no result given.

SMILES	GSK3beta inhib	HSP90 inh	HSF-1 act	IEC-6 cytotox	aSyn 5UTR inh	GSK3 alpha inh	KLF5 inhibitor	PolyA inhibitor	HSF1 inhib	AI-2 QS mod
COC(=O)c1ccc(NC(=S)NC2CCCCC2)cc1	-4	2	-27	-3	-58	-5	-32	i	-21	25
CC1CCN(CCCN2C(=O)C3C(C(=O)Nc4cccc(Cl)c4)C4C=CC3(O4)C2C(=O)NC2CCCCC2)CC1 (stereo unspecified)	nt	-2	-2	-1	-11	-4	-6	i	1	nt
O=C(c1cn(CC(=O)N2CCCCC2)c2ccccc12)C1CC1	0	2	62*	-4	-14	4	-24	i	38	17
CC1C(=O)Nc2ccccc2N1C(=O)C1CC1 (stereo unspecified)	6	6	2	0	-24	-2	-27	i	-11	10
Cn1c(CC(=O)Nc2ccc(Cl)c(Cl)c2)nnc1SCC(=O)N1CCN(c2ccccc2)CC1	4	1	20	-3	15	-3	-12	i	4	16
O=C1CCCCCN1C(=O)c1ccc(C(=O)N2CCCCCC2=O)cc1	2	-3	11	4	-19	0	-6	i	-5	7
CC(Sc1nnnn1C)C(=O)NC(=O)NC1CCCCC1 (stereo unspecified)	2	-2	-9	1	-20	1	15	i	-2	12
O=C1CC(N2CCOCC2)C(=O)N1c1cccc(Cl)c1 (stereo unspecified)	2	5	-12	3	29	-1	-36	i	-5	21
CC(=O)c1cc(C#N)c(NCCCN(C)C)nc1C	0	-5	-1	7	12	0	1	i	5	7
O=C(NCC(c1ccco1)N1CCOCC1)c1ccccc1 (stereo unspecified)	0	nt	1	nt	-4	-1	nt	i	-1	15
CCCCOC(=O)CCc1nc2ccccc2[nH]c1=O	-3	7	22	8	21	-3	4	i	10	39
CCOC(=O)c1cc(-c2ccccc2)sc1NC(=O)C(C)N1C(=O)c2ccccc2C1=O (stereo unspecified)	0	-5	2	-3	-5	-1	-4	i	-6	11
O=C(CSc1ccc(Br)cc1)NCC1CCCO1 (stereo unspecified)	-5	9	9	7	0	0	-7	i	8	6
CCOC(=O)c1nn(-c2ccc(Cl)cc2)c2nnc(Cc3ccc(C)cc3)c(=O)n12	-1	-4	-1	-5	-15	nt	-12	i	1	22
CC(=O)n1nc(-c2cccnc2)nc1NCc1cccs1	1	4	nt	5	-3	0	-5	i	nt	12
CN(c1ccc(OCC(=O)Nc2nc(-c3ccccc3)cs2)cc1)S(=O)(=O)c1ccc(F)cc1	-1	5	-6	0	-88	1	4	i	-5	18
COc1cccc(-c2[nH]nc3c2C(c2ccoc2)C(C#N)=C(N)O3)c1 (stereo unspecified)	-7	-2	3	-2	-5	10	-11	i	11	15
CCOc1cccc(C(=O)NC(=S)Nc2cccnc2)c1	-14	-2	11	-1	-142	3	-26	i	11	2
CN(C)CCNC(=O)c1ccccc1	1	1	-5	-2	16	10	-23	i	4	4
O=C(N/N=C1\CC(c2ccccc2)Oc2ccccc21)c1ccccn1 (stereo unspecified)	4	3	17	-12	19	-2	-15	i	12	19
COc1ccc(N=C2S/C(=C\c3ccc(OCC(=O)O)cc3)C(=O)N2CCc2c[nH]c3ccccc23)cc1	-1	0	3	4	-11	nt	-36	i	9	27
NS(=O)(=O)c1cc(C(=O)N2CCc3ccccc32)c(Cl)cc1Cl	3	3	-31	-4	-39	-5	-46	i	-16	12
O=C(O)CC(CC(=O)Nc1ccc2ccccc2n1)c1ccccc1 (stereo unspecified)	-3	-2	-10	1	8	-2	-9	i	0	26
COc1ccc([N+](=O)[O-])cc1NS(=O)(=O)c1ccc(Cl)c(C(=O)Nc2sc3c(c2C#N)CCCCC3)c1	-4	2	-16	4	14	-7	-19	nt	-2	9
CCN(CC)S(=O)(=O)N1CCC(C(=O)NC2CCCC2)CC1	1	-1	15	2	2	-4	-29	i	-5	9

(next part)
SMILES	GSK3beta inhib	HSP90 inh	HSF-1 act	IEC-6 cytotox	aSyn 5UTR inh	GSK3 alpha inh	KLF5 inhibitor	PolyA inhibitor	HSF1 inhib	AI-2 QS mod
Cn1cc(Br)c(C(=O)N/N=C/c2cc3ccccc3nc2Cl)n1	10	-4	nt	5	nt	nt	-57	nt	nt	-1
O=C(c1cccc(S(=O)(=O)N2CCCC2)c1)c1cccc(S(=O)(=O)N2CCCC2)c1	1	0	-3	4	10	-2	-11	i	5	6
Cn1c(=O)n(Cc2ccccc2)c2ccccc21	-1	1	5	2	4	-2	0	i	6	15
CC(C)C[C@H](NC(=O)N1CCn2c1nc1ccccc12)C(=O)N[C@@H](C(=O)O)c1ccccc1	-1	-3	6	0	11	-4	-24	i	-5	-1
Cc1ccc(S(=O)(=O)N2CCCC2)cc1[N+](=O)[O-]	4	3	2	1	9	0	-9	i	-4	12
CCCCN(C)Cc1c(C(=O)N2CCc3ccccc3C2)nc2ccc(Cl)cn12	-1	1	-2	-2	-15	1	-36	i	5	14
CCCCN(CC)CCNS(=O)(=O)c1ccc2c(c1)oc(=O)n2C	2	-1	-1	5	-19	-1	-10	i	-7	21
O=C(c1ccccc1Cl)N1CCN(S(=O)(=O)N2CCCCC2)CC1	1	0	-15	0	0	-4	14	i	-4	0
CCOC(=O)C1CCN(c2cc(=O)n(-c3ccc(OC)cc3)c(=O)[nH]2)CC1	-1	-2	3	0	1	3	-20	i	-3	10
CCSCCOC(=O)C1=C(C)N(C)C(=O)NC1c1ccc2c(c1)OCO2 (stereo unspecified)	1	4	0	-1	-4	-2	-10	i	2	25
CNC(=O)COc1ccc(C=O)cc1OC	-2	-1	10	6	5	nt	10	i	3	18
Cc1ccc(NC(=O)Cn2cccc2C2=NC(c3ccccc3)CO2)cc1C (stereo unspecified)	0	4	5	1	-2	9	-8	i	1	13
O=C(CN1C(=O)c2ccccc2C1=O)NCc1ccc(C(=O)O)cc1	1	-3	1	-2	8	-2	-24	i	-2	8
CCC1CCCCN1CCCNC(=O)c1ccc(N2CCCC2=O)cc1 (stereo unspecified)	-5	-5	2	4	10	-4	-15	i	0	8
CCN(CC)S(=O)(=O)c1ccc(N2CCOCC2)c(NC(=O)C2CCCC2)c1	1	2	5	7	26	-1	-24	i	-5	15
COc1ccccc1N1CCN(CCCCOc2ccc(C)cc2C)CC1	-4	-3	-9	-3	13	-2	-18	i	-8	12
CCN(CC)c1ccc(/C=N/Nc2nc(C)cc(=O)[nH]2)c(O)c1	4	-3	12	-1	95*	1	-4	i	-2	31
COc1ccc(-c2nsc3c(SCc4ccccc4)ncnc23)cc1	-3	-3	11	7	-53	-3	-11	i	-2	28
CCn1c(=O)[nH]c(=O)c2c(N)c(C(=O)c3cc(F)ccc3F)sc21	-1	-2	-22	-9	44	45	-18	i	-13	15
O=C(N/N=C1\CC(c2ccccc2)Oc2ccccc21)c1ccc(O)cc1 (stereo unspecified)	0	2	71*	5	-20	11	-15	i	35	20
Cc1ccccc1C(=O)NC(=S)Nc1ccc(Oc2ccc(Cl)cc2)cc1	1	-2	-12	0	0	-1	-11	i	-3	7
C=CCN1C(=O)C2(NC(=O)c3ccccc3N2)c2ccccc21 (stereo unspecified)	-1	-2	2	-1	-9	-2	5	i	-1	32
Cc1cc(C)n2nc(C(=O)N/N=C/c3ccccc3Cl)nc2n1	2	0	4	-4	10	-4	-29	i	-4	48
O=C(NNc1cccc(Cl)c1)c1cccnc1Oc1ccccc1	1	0	8	4	12	-1	-28	i	-9	40
CCC(C)C(NC(=O)C(C)NC(=O)CNC(=O)CNC(=O)OCc1ccccc1)C(=O)OC (stereo unspecified)	5	-2	-12	-2	-15	0	-35	i	0	8

Copied from the list.
Value for O=C(c1ccccc1Cl)N1CCN(S(=O)(=O)N2CCCCC2)CC1 in KLF5 inhibitor: 14
Value for Cc1ccccc1C(=O)NC(=S)Nc1ccc(Oc2ccc(Cl)cc2)cc1 in IEC-6 cytotox: 0

Back to the main list, starting 3 compounds before the break.
SMILES	GSK3beta inhib	HSP90 inh	HSF-1 act	IEC-6 cytotox	aSyn 5UTR inh	GSK3 alpha inh	KLF5 inhibitor	PolyA inhibitor	HSF1 inhib	AI-2 QS mod
Cc1cc(C)n2nc(C(=O)N/N=C/c3ccccc3Cl)nc2n1	2	0	4	-4	10	-4	-29	i	-4	48
O=C(NNc1cccc(Cl)c1)c1cccnc1Oc1ccccc1	1	0	8	4	12	-1	-28	i	-9	40
CCC(C)C(NC(=O)C(C)NC(=O)CNC(=O)CNC(=O)OCc1ccccc1)C(=O)OC (stereo unspecified)	5	-2	-12	-2	-15	0	-35	i	0	8
O=C(Nc1ccc2c(c1)OCCO2)C1CCN(S(=O)(=O)c2cccs2)CC1	0	3	-8	-2	-4	0	-34	i	-12	-7
COc1ccc(-n2c(=O)c3c(C)c(C)sc3n(Cc3cccc(F)c3)c2=O)c(OC)c1	-3	1	-1	-1	-1	0	-18	i	7	10
Cc1ccc(C)c(NC(=S)NC(C)C(c2cccs2)N2CCOCC2)c1 (stereo unspecified)	1	-3	44	-5	-20	2	-8	i	17	11
CC(C(c1ccc2c(c1)OCO2)c1c(N)n(C)c(=O)n(C)c1=O)[N+](=O)[O-] (stereo unspecified)	6	nt	-8	nt	0	-4	nt	i	1	9
Cc1ccc(NC(=S)N(C)N)cc1Cl	1	2	-8	-2	-11	2	-20	i	-9	8
NC(=O)C1CCN(C(=O)C(=O)c2cn(CC(=O)N3CCCC3)c3ccccc23)CC1	2	5	5	-6	-4	7	-13	i	-5	12
CCOc1c(Br)cc(Br)cc1/C=C1\SC(N)=NC1=O	0	1	30	3	17	-1	-25	i	2	11
O=C(O)CC1(CC(=O)N2CCC(C(=O)O)CC2)CCCC1	5	5	-1	-7	1	0	-10	i	5	15

Full records, looked up by structure. Order of screens: GSK3beta inhib	HSP90 inh	HSF-1 act	IEC-6 cytotox	aSyn 5UTR inh	GSK3 alpha inh	KLF5 inhibitor	PolyA inhibitor	HSF1 inhib	AI-2 QS mod
Cc1ccc(NC(=S)N(C)N)cc1Cl in the list: 1	2	-8	-2	-11	2	-20	i	-9	8
NC(=O)C1CCN(C(=O)C(=O)c2cn(CC(=O)N3CCCC3)c3ccccc23)CC1 in the list: 2	5	5	-6	-4	7	-13	i	-5	12
CCOc1c(Br)cc(Br)cc1/C=C1\SC(N)=NC1=O in the list: 0	1	30	3	17	-1	-25	i	2	11
COc1ccc(-n2c(=O)c3c(C)c(C)sc3n(Cc3cccc(F)c3)c2=O)c(OC)c1 in the list: -3	1	-1	-1	-1	0	-18	i	7	10

Screening data: PubChem, several laboratories

The list is partial (hit frequency here may not be typical).
